Screening results: PubChem, National Center for Advancing Translational Sciences (NCATS)
Tb PFK inh – T. brucei PFK enzyme inhibition. O15648. T. brucei PFK, ADP-Glo luminescence. Potency, µM (series often up to 57.5 µM), for the others: at the top dose activity, negative = inhibition, usual class: inhibitors. hit rate 0.17% among 330,000. AID 485367;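 note: potency is the fitted concentration of half-maximal effect; 0% = uninhibited 1x PFK enzyme wells and -100% = no-enzyme wells; nearly all actives have a fitted effect of over 60% in size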
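Compounds were pin-transferred as a titration series up to 57 uM into substrate buffer (0.5 mM F6P, 0.1 mM ATP, pH 8.0), then 1.25 nM PFK was added and reactions ran 45 min before ADP-Glo detection.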
TSG101-PTAP inh – blocks PTAP/TSG101 interaction to inhibit HIV-1 budding | Q99816 | Fluorescence polarization, FITC-PTAP peptide / Tsg101 binding | Potency, µM (doses to about 115 µM), for the others: at the highest dose activity change, negative = inhibition, most hits filed as inhibitors | 340,000 tested, under 10 active | AID 493005; active = well fitted inhibition curve with a large enough effect in the main read-out, with a control signal flat, not every such curve was filed as active; inconclusive = small, poorly fitted or top-dose-only effect, or effect the other way, or a change in a side signal; inactive = no such curve, though single readings can be large or run the other way; note: potency is the fitted concentration of half-maximal effect; % of control where 0% means no effect
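FP read-out: FITC-PTAP peptide, 50 nM final, binding Tsg101 binding domain, 10 uM final; 20 min, r.t.; 10 mM HEPES pH 7.5, 0.15 M NaCl, 0.01% Tween 20, 3 mM EDTA, 0.1 mM TCEP.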
Menin-MLL TR inh – menin-MLL binding inhibition, Texas Red mutant peptide; AID 1768; O00255; Menin + Texas Red MLL mutant peptide, fluorescence polarization; Potency, µM (series often up to 61.6 µM), for inactives: at the highest dose FP activity change, negative = inhibition, actives largely listed as inhibitors; hit rate 0.23% among 270,000; active = well fitted inhibition curve with a large enough effect in the polarisation, with a control signal flat, not every such curve was filed as active; inconclusive = small, poorly fitted or top-dose-only effect, or effect the other way, or a change in a side signal; inactive = no such curve, though single readings can be large or run the other way; the % refers to the polarisation; note: potency is the fitted concentration of half-maximal effect; % of control where 0% means no effect; many of its hits are not listed in these tables
S-ASM inh – blocks human secretory acid sphingomyelinase. P17405. hit rate 0.006% among 340,000. Potency, µM (doses to about 57.5 µM), without a hit: at the highest dose activity change, negative = inhibition, most hits filed as inhibitors. placental ASM, HMU-PC fluorogenic substrate, 60 min. AID 504937; note: potency is the fitted concentration of half-maximal effect
Target sequence (P17405 47-631 limits assumed): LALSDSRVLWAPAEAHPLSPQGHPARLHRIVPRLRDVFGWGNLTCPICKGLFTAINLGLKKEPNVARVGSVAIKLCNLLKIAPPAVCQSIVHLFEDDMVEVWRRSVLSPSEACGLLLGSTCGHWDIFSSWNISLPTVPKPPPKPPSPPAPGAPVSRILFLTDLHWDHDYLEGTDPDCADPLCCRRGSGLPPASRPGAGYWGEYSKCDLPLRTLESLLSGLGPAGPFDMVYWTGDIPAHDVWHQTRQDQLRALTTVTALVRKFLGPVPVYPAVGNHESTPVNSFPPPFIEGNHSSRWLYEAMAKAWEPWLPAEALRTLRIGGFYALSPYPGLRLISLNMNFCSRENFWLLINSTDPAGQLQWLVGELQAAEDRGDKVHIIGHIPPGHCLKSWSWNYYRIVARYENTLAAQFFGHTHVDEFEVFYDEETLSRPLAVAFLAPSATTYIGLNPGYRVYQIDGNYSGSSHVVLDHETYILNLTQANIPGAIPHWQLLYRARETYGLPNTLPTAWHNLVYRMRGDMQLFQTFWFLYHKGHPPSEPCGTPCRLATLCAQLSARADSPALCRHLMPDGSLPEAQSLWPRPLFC
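Fluorescence read-out (Ex 386 nm, Em 447 nm) after stopping the reaction at pH 10. Enzyme: ASM from human placenta; substrate HMU-PC0, 9 uM final; 60 min, 37 °C. Compound preincubation 10 min, ambient temperature.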
FBPA coupling cs – inhibits coupling enzyme system, counter-screen for aldolase hits; coupling enzyme system counterscreen, AmpLite Red fluorescence; activity change, negative = inhibition, % at 58.2 µM, hits read low; hit rate 0.67% among 290,000; in the data active = activity change below about -30%; note: % is set by controls: 0 for no effect and ±100 for the full control effect
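Activity here indicates interference with the coupling reaction, not aldolase inhibition. Compounds at 57.5 uM final met coupling enzymes for 10 min at RT; substrate and AmpLite Red detection followed, with a 525/598 nm fluorescence read after 20 min.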
PKM2 act – increases activity of human pyruvate kinase M2 | P14618 | purified PKM2, Kinase-Glo ATP luminescence, activation; response scale: 0% is enzyme alone, no compound | Potency, µM (titrated, usually from 57.5 µM), for the others: at the top dose activation, most hits filed as activators | hit rate 0.34% among 260,000; note: potency is the fitted concentration of half-maximal effect; % is set by controls: 0 for no effect and ±100 for the full control effect; nearly all actives have a fitted effect of over 55% in size
Target sequence (P14618 whole entry, looked up): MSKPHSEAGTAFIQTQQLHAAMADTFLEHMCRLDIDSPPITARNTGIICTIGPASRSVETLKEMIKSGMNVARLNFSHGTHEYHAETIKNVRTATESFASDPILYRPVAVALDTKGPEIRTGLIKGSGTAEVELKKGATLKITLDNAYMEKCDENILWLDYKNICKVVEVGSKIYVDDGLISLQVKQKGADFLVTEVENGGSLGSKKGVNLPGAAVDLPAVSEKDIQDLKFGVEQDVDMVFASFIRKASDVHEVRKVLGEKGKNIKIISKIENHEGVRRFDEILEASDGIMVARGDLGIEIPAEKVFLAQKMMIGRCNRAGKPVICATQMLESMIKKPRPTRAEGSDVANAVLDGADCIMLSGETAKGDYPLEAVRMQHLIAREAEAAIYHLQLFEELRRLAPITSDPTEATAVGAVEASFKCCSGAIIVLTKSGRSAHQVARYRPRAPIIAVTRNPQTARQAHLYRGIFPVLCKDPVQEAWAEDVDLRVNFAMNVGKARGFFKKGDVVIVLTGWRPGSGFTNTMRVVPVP
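Kinase-Glo luminescence reports ATP generated from ADP (0.1 mM) and PEP (0.5 mM) by purified hPK-M2 after 1 h at room temperature, pH 7.2 imidazole buffer; intermediate enzyme activity allows detecting inhibitors and activators.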
BCR signal inh – chronic active BCR signaling inhibition | Potency, µM (top dose mostly 46.1 µM), without a hit: at the highest dose ratio change, negative = lower green/red ratio, actives largely listed as inhibitors | ABC-DLBCL IkBa-CBG/CBR reporter, luminescence ratio, 4 h | hit rate 0.05% among 340,000; active = well fitted inhibition curve with a large enough effect in the signal ratio, with a control signal flat, not every such curve was filed as active; inconclusive = small, poorly fitted or top-dose-only effect, or effect the other way, or a change in a side signal; the % refers to the signal ratio;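 note: potency is the fitted concentration of half-maximal effect; plate controls were basal doxycycline-induced cells for no effect and cells given 10 µM MG132 for full effect; MG132 reads +100%, hits lower the ratio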
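Concentration-response series (up to 46 uM) were applied to TMD8 dual-reporter cells for 4 h at 37C with doxycycline. Green/red ratio, after filter-overlap correction, defined %Activity; red signal alone was normalised to basal cells and zero luminescence.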
Integrin act MD – integrin-mediated muscular dystrophy alleviation activation. hit rate 0.064% among 350,000. Potency, µM (highest dose often 38.3 µM), for inactives: top-dose activation, usual class: activators. alpha7betagal myoblasts, beta-gal FDG fluorescence, 48 h. AID 624291;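 note: potency is the fitted concentration of half-maximal effect; 100% = response of the positive control SU9516; nearly all actives have a fitted effect of over 60% in size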
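alpha7betagal+/- myoblasts (passage 13, 250/well) treated 48 h at 37C with compounds at 1:260 dilution of DMSO stock. Lysed, then beta-galactosidase activity read as FDG fluorescence (ex 480/em 540) after 30 min, with pre-read for autofluorescence.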
GALK inh – blocks human galactokinase activity; P51570; Purified GALK, Kinase-Glo residual ATP luminescence; Potency, µM (top dose mostly 57.5 µM), inactives show top-dose activity change, negative = inhibition, actives largely listed as inhibitors; hit rate 0.007% among 270,000; note: potency is the fitted concentration of half-maximal effect; % is set by controls: 0 for no effect and ±100 for the full control effect
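Quantitative HTS: GALK 5 nM, ATP 35 uM, galactose 100 uM, 1 h room temperature, then luciferase-based ATP detection.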
Giardia kill – Giardia lamblia killing; Giardia lamblia trophozoite viability; activity change, % at 7.66 µM, hits read low; hit rate 0.15% among 340,000; AID 540267; in the data active = activity change below about -80%; inconclusive = between about -30% and that limit;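 note: parasites exposed to compound for two days anaerobically before the ATP read; % is set by controls: 0 for no effect and ±100 for the full control effect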
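Anaerobic 48 hrs incubation at 37 deg C of 100 trophozoites/well with test compounds; ATPLite 1-Step luminescence, 15-30 min RT, reports cellular ATP as viability.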
B2AR arrestin – recruits beta-arrestin to the human beta2-adrenergic receptor; beta-arrestin recruitment to beta2AR, cell-based reporter; AID 492947; hit rate 0.02% among 330,000; P07550; Potency, µM (doses to about 46.1 µM), inactives show at the highest dose activation, hits mostly activators;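 note: potency is the fitted concentration of half-maximal effect; 0% = DMSO controls and full agonism = EC100 isoproterenol or metaproterenol; nearly all actives have a fitted effect of over 65% in size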
The depositor's hits bear a star; ? = inconclusive; . = not tested or not shown; & = joins results of further samples; [ ] = remark or other dose. Unless noted, calls come from the whole dose curve; as a rule, active = well fitted curve in the direction sought with a large enough effect; inconclusive = small, poorly fitted or top-dose-only effect, or another doubt; inactive = no such curve, though single readings can be large; an effect the other way counts as inactive or inconclusive. Only part of the results is shown, so the mix of outcomes need not match the whole.

SMILES	Tb PFK inh	TSG101-PTAP inh	Menin-MLL TR inh	S-ASM inh	FBPA coupling cs	PKM2 act	BCR signal inh	Integrin act MD	GALK inh	Giardia kill	B2AR arrestin
CN(C)S(=O)(=O)c1ccc(C(=O)OCC(=O)Nc2ccc3c(c2)OCO3)cc1	9%	-3%	.	-3%	.	.	-1%	-6%	.	-25	-0.3%
CCOC(=O)CSc1nc2ccccc2c(=O)n1CCN1CCOCC1	-4%	-2%	-18%	-4%	1	-3%	0%	-8%	-1%	-10	0.0%
COC(=O)C1=C(C)N(Cc2ccccc2)C(=NCc2cc(OC)c(OC)c(OC)c2)N[C@H]1c1ccccc1	0%&2%	.	0%&-22%	3%	0&4	0%&1%	?	-8%	.	8	0.0%&-0.1%
CCSc1nc(C)c(CCOc2cccc(C)c2)c(=O)[nH]1	1%	1%	0%	0%	2	-2%	-5%	-7%	3%	23	-0.2%
Clc1ccc(CNCC2CCCO2)cc1 (stereo unspecified)	-2%	-2%	0%	-2%	1	-1%	-1%	-1%	-6%	-11	14%
CCOC(=O)C1CCCN(c2c(NCCc3ccc(S(N)(=O)=O)cc3)c(=O)c2=O)C1 (stereo unspecified)	-1%	0%	1%	3%	3	2%	8%	-1%	2%	-3	0.0%
N#Cc1ccc(Oc2ccc(-c3cnc4ccccc4n3)cc2)cc1C#N	12%	1%	7%	.	1	-3%	12%	-4%	1%	4	-0.6%
O=C(NNC(=O)c1cnccn1)c1ccc(Cl)c(Cl)c1	-5%	-1%	.	-2%	.	-2%	?	-33%	7%	3	-0.2%
O=C(Nc1ccc(NC(=O)C2CC2)cc1)c1cccs1	-1%	1%	19%	-1%	0	-6%	?	?	4%	2	0.0%
NC(=O)c1ccsc1NC(=O)CCc1ccccc1	1%	-1%	3%	1%	0	9%	?	-10%	4%	13	-0.3%
O=C(CN1C(=O)NC2(CCOc3ccccc32)C1=O)Nc1cccc([N+](=O)[O-])c1 (stereo unspecified)	4%	-4%	.	-4%	.	.	0%	-20%	.	8	0.0%
c1cc(CNC23CC4CC(CC(C4)C2)C3)ccn1	-3%	0%	-1%	0%	0	0%	3%	?	4%	6	-1.0%
CSc1nc(NCc2ccco2)c2sc3nc(C(C)C)c4c(c3c2n1)CC(C)(C)OC4	-4%	-3%	-10%	2%	-5	-6%	6%	-3%	1%	-16	0.3%
Cc1ccnc(NC(=O)C2CCCN(c3ncnc4c3nc3n4CCCCC3)C2)c1 (stereo unspecified)	-17%	-5%	-23%	-3%	-6	.	11%	28%	0%	2	-0.6%
CCOC(=O)c1c(NC(=O)CSc2nnc(CN3CCOCC3)n2C)sc2c1CCCC2	1%	-2%	18%	-5%	3	5%	?	0%	-2%	5	-0.4%
Cc1cccc(-c2noc(Cc3ccc(Cl)cc3)n2)c1	-2%	2%	11%	-6%	1	-3%	?	9%	-3%	-10	-0.1%
CCN(CC)c1ccc(NC(=O)CSc2nc(C)cc(=O)[nH]2)cc1	-2%	-1%	4%	-1%	-1	-4%	14%	18%	0%	-9	0.2%
O=C(NCC1CCCO1)NC1(C(F)(F)F)Oc2ccccc2O1 (stereo unspecified)	2%	-5%	10%	-2%	-2	-1%	-45%	-59%[inhibitor]	2%	-10	-0.3%
COC(=O)C1(O)CC(CC(C)C)=NN1C(=O)c1ccccc1 (stereo unspecified)	-9%	0%	-7%	0%	0	-5%	?	-22%	-2%	-12	-0.7%
O=S(=O)(c1ccc(Br)cc1)c1nc(-c2ccccc2)oc1NCc1cccnc1	1%	-4%	9%	0%	-12	?	-9%	?	0%	5	-0.6%
Cc1ccc(C(C)C)cc1OCC(=O)Nc1nnc(C2CC2)s1	3%	-6%	.	-3%	.	.	2%	8%	.	-20	-0.3%
COC(=O)c1csc2c(C(F)(F)F)cc(N3CCN(C(=O)Nc4ccccc4)CC3)nc12	-3%	1%	.	.	2	-2%	6%	-33%	.	18	-0.6%
COc1ccc(CNC(=O)Nc2cc(C)cc(C)c2)cc1	-2%	-3%	.	2%	1	-4%	?	2%	5%	?	-0.5%
CC(C)c1ccc(OCC(=O)NC2=NCCS2)cc1	1%	-2%	2%	5%	0	2%	?	11%	0%	11	-0.1%
Cc1cc(Br)ccc1OCCOCCN1CCCC1	-3%	-3%	?	-1%	1	-5%[11.5 µM]	0%	-51%[inhibitor]	-2%	35[activator]	-0.5%
O=C(Nc1ccc(Br)cc1)c1cnccn1	2%	-1%	7%	-2%	4	-10%	5%	-21%	9%	-3	0.2%
COc1ccc(NC(=O)COc2ccccc2Cc2ccccc2)cc1S(=O)(=O)N1CCOCC1	0%	-2%	.	-9%	.	.	-8%	-12%	.	-16	-0.3%
Cc1ccc(-c2csc(NC(=O)C3=COCCO3)n2)cc1C	0%	-2%	.	-5%	.	.	1%	-56%[inhibitor]	.	-7	-0.7%
COc1ccccc1CNS(=O)(=O)c1ccc2c(c1)CC(C)N2C(=O)C1CCC1 (stereo unspecified)	0%	-1%	-2%	2%	1	.	?	-10%	1%	3	0.1%
CCN1C(=O)N(C)[C@@H](c2ccccc2)C(C(C)=O)=C1C	.	1%	1%[11.7 µM]	3%	0	-7%[11.5 µM]	.	-8%	.	3	.
CSc1ccc(CN(C)C(=O)c2cc(Cl)c3c(c2)OCCO3)cc1	1%	-5%	-12%	1%	-4	-2%	-29%	-7%	0%	17	-0.2%
Cc1ccc(S(=O)(=O)NCCc2c[nH]c3ccccc23)cc1	11%	-7%	15%	-6%	-4	.	-3%	?	.	12	-0.1%
Cc1[nH]nc(N)c1N=Nc1ccc(Br)cc1	0%	.	?	.	1	0%	-14%	.	3%	.	0.0%
COc1cc(/C=N/NS(=O)(=O)c2ccc3ccccc3c2)ccc1OCc1ccc(C(=O)O)cc1	13%	-4%	.	-13%	13	0%	?	-9%	-5%	-13	-0.2%
O=C(Nc1ccccc1)c1[nH]ncc1[N+](=O)[O-]	1%	-5%	7%	-3%	2	1%	0%	-3%	-1%	-23	0.4%
Cc1cccc(/C=N/NC(=O)NC23CC4CC(CC(C4)C2)C3)n1	2%	-2%	.	20%	1	10%	4%	?	0%	4	-0.6%
CCOc1ccc(N(CC(=O)NC2CCC(C)CC2)S(=O)(=O)c2c(C)noc2C)cc1 (stereo unspecified)	0%	0%	.	2%	.	.	1%	0%	-6%	-19	3.5%
COC(=O)c1[nH]c2ccccc2c1NC(=O)c1ccccc1F	2%	-10%	.	-3%	-1	-1%	12%	27%	-1%	21	-0.7%
COc1cc(CN2CCN(Cc3ccc(SC)cc3)CC2)cc(OC)c1O	-7%	-7%	-8%	2%	2	-2%	4%	-28%	3%	4	-0.2%
Cc1ccc(CNC(=O)CN2CCCC(C)C2)cc1 (stereo unspecified)	-4%	-10%	-20%	2%	0	-16%	?	-6%	1%	-1	0.4%
CCC(NC(=O)NNC(N)=S)(C(F)(F)F)C(F)(F)F	0%	-9%	.	14%	2	4%	?	?	-1%	2	?
CN(C(=O)CSc1nnc(Cc2cccs2)n1C1CC1)C1CCS(=O)(=O)C1 (stereo unspecified)	-3%	-2%	.	.	.	.	-3%	3%	.	-2	9.1%
c1ccc(N=C(c2cccs2)N2CCOCC2)cc1	-3%	-1%	-10%	1%	2	-18%	?	-6%	-4%	-11	-0.4%
CC(=O)Nc1cccc(C(=O)NC2CCCc3c2cnn3-c2ccc(C(C)(C)C)cc2)c1 (stereo unspecified)	-1%	-3%	15%	-4%	0	.	-9%	-47%[inhibitor]	3%	-19	4.4%
O=C(c1ncn[nH]1)N1CCN(c2nc(-c3ccccc3)cs2)CC1	-4%	-2%	15%	-1%	2	12%	?	8%	0%	-10	-0.2%
CC(=O)c1ccc(S(=O)(=O)Nc2cccc(-c3cn4c(n3)SCC4)c2)cc1	-1%	-1%	14%	-2%	3	24%	-8%	12%	5%	-2	-0.2%
Cc1ccc(S(=O)(=O)N/N=C2/CC(=O)CC(C)(C)C2)cc1[N+](=O)[O-]	1%	0%	.	-4%	-1	0%	?	2%	6%	-1	0.1%
Cc1c(C(=O)N2CCCCC2)c(S(=O)(=O)NCc2ccccc2Cl)c(C)n1C	10%	-1%	-2%	0%	3	-10%	3%	?	-1%	9	0.2%
COCCCNC(=O)CSc1nc2ccccc2c(=O)n1CCCN1CCCCC1	-9%	2%	?	-1%	1	.	-4%	-25%	.	-28	-0.1%
COc1ccccc1CNC(=O)COC(=O)c1c(C)nn(-c2ccccc2)c1Cl	3%	0%	.	-4%	.	-1%	0%	-1%	-9%	-26	-1.2%
